EPAC2 agonist: activates human EPAC2 exchange factor | Q8WZA2 | EPAC2 activation, biochemical qHTS; response scale: 100% = 6.5 mM cAMP response | Potency, µM (doses to about 154 µM), without a hit: at the top dose activation, usual class: activators | 0.079% of 360,000 active; further: potency means the concentration at half of the fitted maximal effect; nearly all actives have a fitted effect of over 50% in size
Target sequence (Q8WZA2 whole entry, looked up): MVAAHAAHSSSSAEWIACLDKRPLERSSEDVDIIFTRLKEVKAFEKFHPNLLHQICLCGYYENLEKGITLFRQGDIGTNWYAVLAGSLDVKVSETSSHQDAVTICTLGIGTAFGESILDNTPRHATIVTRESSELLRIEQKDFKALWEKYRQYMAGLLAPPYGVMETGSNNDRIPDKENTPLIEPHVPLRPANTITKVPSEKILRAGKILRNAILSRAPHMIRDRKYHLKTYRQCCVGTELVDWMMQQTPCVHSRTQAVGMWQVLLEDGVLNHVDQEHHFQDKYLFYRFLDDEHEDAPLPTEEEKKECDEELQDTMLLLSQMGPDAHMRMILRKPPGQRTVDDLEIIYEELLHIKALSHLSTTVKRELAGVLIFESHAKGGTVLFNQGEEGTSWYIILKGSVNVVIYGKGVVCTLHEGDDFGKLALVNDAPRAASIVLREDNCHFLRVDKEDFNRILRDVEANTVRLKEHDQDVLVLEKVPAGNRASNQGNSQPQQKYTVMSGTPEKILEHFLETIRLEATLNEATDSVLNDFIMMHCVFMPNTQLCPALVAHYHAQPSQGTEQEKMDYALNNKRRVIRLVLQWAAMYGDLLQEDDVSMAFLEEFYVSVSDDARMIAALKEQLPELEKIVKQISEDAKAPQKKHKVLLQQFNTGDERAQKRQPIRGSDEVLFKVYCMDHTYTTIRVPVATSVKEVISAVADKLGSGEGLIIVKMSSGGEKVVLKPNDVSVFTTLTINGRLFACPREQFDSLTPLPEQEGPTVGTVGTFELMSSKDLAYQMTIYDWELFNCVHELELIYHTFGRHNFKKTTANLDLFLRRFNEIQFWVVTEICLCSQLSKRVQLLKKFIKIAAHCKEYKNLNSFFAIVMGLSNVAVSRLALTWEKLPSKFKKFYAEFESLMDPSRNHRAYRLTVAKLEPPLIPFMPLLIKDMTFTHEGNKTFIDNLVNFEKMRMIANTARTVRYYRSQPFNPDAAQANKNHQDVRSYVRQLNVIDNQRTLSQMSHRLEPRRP
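Fluorescence exchange assay: 100 nM EPAC2 with 250 nM RAP1B-BODIPY-GDP and 50 uM GDP; compounds tested as a concentration-titration series (qHTS). Loss of Rap1-bound BODIPY-GDP fluorescence read at 480/540 nm; data normalized to 6.5 mM cAMP.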
EPAC2 antag: antagonists of human EPAC2. Q8WZA2. EPAC2 GEF exchange of Rap1B-BODIPY-GDP, fluorescence. Potency, µM (doses to about 114 µM), for inactives: at the top dose activity, negative = inhibition, usual class: inhibitors. 0.18% of 360,000 active; further: potency means the concentration at half of the fitted maximal effect; on the % scale 0 is the no-effect control and ±100 the full control effect; nearly all actives have a fitted effect of over 45% in size; many of its hits are not listed in these tables
Akt phos inh: blocks phosphorylation of Akt. 0.32% of 360,000 active. activity change, % for hits at 50 µM. Neuro2A IGF-stimulated pAkt S473 HTRF, 20 min; active compounds read low; in the data active means activity change below about -80%; inconclusive means mostly about -51% to -80%; further: on the % scale 0 is the no-effect control and ±100 the full control effect
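Single-point screen (50 µM final compound) in Neuro2A cells stimulated 20 min with 6 nM IGF at 37 deg C. After lysis, Ser473-phosphorylated Akt read by HTRF (ex 330 nm, em 615/665 nm) as the 665/615 ratio.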
CCT modulator: changes cytosolic chaperonin activity; 0.3% of 360,000 active; activity change, % (concentration not given with the values), hits read low; purified chaperonin ATPase assay, HTRF ADP detection, 30 min; in the data active means activity change below about -30%; further: on the % scale 0 is the no-effect control and ±100 the full control effect
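ATPase activity: ADP formed was measured by HTRF Transcreener (665/615 nm ratio) after 30 min at 37 deg C with 10 uM ATP. Compounds screened at one 76 uM concentration against 40 or 20 nM TRiC in Tris pH 7.4/KCl/MgCl2/DTT buffer.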
MmCpn inh: blocks the Methanococcus maripaludis chaperonin Mm-Cpn; purified Mm-Cpn ATPase, ADP Transcreener TR-FRET; Potency, µM (highest dose often 76.9 µM), for the others: at the highest dose activity, negative = inhibition, hits mostly inhibitors; 0.031% of 330,000 active; AID 504842; further: potency means the concentration at half of the fitted maximal effect; on the % scale 0 is the no-effect control and ±100 the full control effect; nearly all actives have a fitted effect of over 80% in size
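Inhibition of chaperonin ATP hydrolysis is measured as reduced ADP production, detected by competitive TR-FRET in which signal falls with ADP. Final enzyme 25 nM and ATP 10 uM, reacted 30 min at 37°C.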
Nrf2 ARE act: Nrf2 pathway activation; AID 624171; Potency, µM (titrated, usually from 46.1 µM), inactives show top-dose activation, actives largely listed as activators; AREc32 ARE-luciferase reporter (MCF7-derived line), luminescence, 24 h; 0.31% of 410,000 active; further: potency means the concentration at half of the fitted maximal effect; % of control where 0% means no effect; nearly all actives have a fitted effect of over 65% in size
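For detection, Steady-Glo was added and plates sat 30 min at RT; before that, AREc32_Fluc cells grown overnight in OPTI-MEM/5% FBS had been treated with 23 nL compound for 24 hr at 37 deg C.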
A549 viability: kills or reduces viability of A549 cells in Nrf2 counter-screen. A549 ARE-Fluc cells, CellTiter-Fluor viability, 18-24 h. Potency, µM (top dose mostly 46 µM), without a hit: at the top dose activity change, negative = cytotoxicity, actives largely listed as inhibitors. 0.16% of 390,000 active. AID 504648; further: potency means the concentration at half of the fitted maximal effect; on the % scale 0 is the no-effect control and ±100 the full control effect
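A549 ARE_Fluc cells in 5% FBS OPTI-MEM were exposed to compounds in concentration-response for 18-24 h at 37 deg C. Viability was read by CellTiter-Fluor fluorescence (Ex 405/Em 525) after 30 min, before the luciferase read.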
Nrf2 inh: blocks Nrf2 signaling. A549 ARE-Fluc reporter, luciferase luminescence, 18-24 h. Potency, µM (doses to about 46 µM), for inactives: at the top dose activity change, negative = inhibition, most hits filed as inhibitors. 2.1% of 360,000 active; further: potency means the concentration at half of the fitted maximal effect; on the % scale 0 is the no-effect control and ±100 the full control effect; nearly all actives have a fitted effect of over 60% in size
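Two sequential reads on A549 ARE_Fluc cells exposed to compound for 18-24 h: a CellTiter-Fluor fluorescence read for viability, then a luciferase luminescence read for Nrf2/ARE activity.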
TGFb inhibitor: TGF-b pathway inhibition; HepG2 CAGA-GFP TGF-b/SMAD3 reporter, GFP fluorescence, 18 h; TGF-beta stimulated, 500 pg/mL final; Potency, µM (titrated, usually from 46.1 µM), for inactives: top-dose activity, negative = inhibition, actives largely listed as inhibitors; 1.2% of 410,000 active; AID 588855; further: potency means the concentration at half of the fitted maximal effect; on the % scale 0 is the no-effect control and ±100 the full control effect; nearly all actives have a fitted effect of over 65% in size
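Read-out: total well GFP (ex488/em500-530) summed from mean per-cell fluorescence. Cells: HEPG2 CAGA-GFP, 1% FBS DMEM, 18 h at 37 degrees C with 500 pg/mL final TGF-beta. Unstimulated wells served as the full-inhibition control; stimulated DMSO wells = 0%.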
* = called active by the depositor; i = inactive; ? = inconclusive; . = not tested or not shown. Unless noted, the call rests on the fitted dose curve; in most records, active means well fitted curve in the direction sought with a large enough effect; inconclusive means small, poorly fitted or top-dose-only effect, or another doubt; inactive means no such curve, though single readings can be large; an effect the other way counts as inactive or inconclusive. Not all compounds are listed, so the mix of outcomes need not match the whole.

SMILES	EPAC2 agonist	EPAC2 antag	Akt phos inh	CCT modulator	MmCpn inh	Nrf2 ARE act	A549 viability	Nrf2 inh	TGFb inhibitor
Cc1ccc(CCNC(=O)c2ccc3c(c2)N(Cc2cccc(C)c2)C(=O)c2ccccc2S3(=O)=O)cc1	.	.	.	.	.	0.0%	11%	4%	2%
COc1ccc(OC)c(-c2csc(N(Cc3ccco3)C(=O)c3ccco3)n2)c1	27%	-21%	i	-2.1	-2%	2.0%	9%	?	3%
O=C(Nc1ccc(Cl)c(S(=O)(=O)N2CCCCC2)c1)c1ccco1	19%	1%	i	-1.1	3%	4.5%	6%	-21%	-20%
CC(=O)Nc1ccc2c(COC(=O)[C@H](C)N3C(=O)C4CCCCC4C3=O)cc(=O)oc2c1 (some centres not stated)	-3%	-25%	i	1.4	-5%	0.2%	-3%	-2%	-13%
CSC1=NCCN1C(=O)c1ccc(S(=O)(=O)N2CCCCC2)cc1	3%	-7%	i	0.5	-1%	0.3%	2%	20%	?
Cc1ccc(S(=O)(=O)N2CCOCC2)cc1NC(=O)COC(=O)CCc1c[nH]c2ccccc12	6%	-14%	i	-3.1	0%	-0.5%	13%	23%	-5%
COc1ccc2nc(Nc3nc4cc5c(cc4s3)OCCO5)sc2c1	6%	-2%	i	-2.3	-12%	5.4%	-3%	?	-7%
O=c1[nH]c2c(n(C3CCCCC3)c1=O)CCC2	1%	5%	i	1.8	-3%	0.4%	0%	11%	2%
Cc1ccc(CSc2nc3ccccc3c(=O)[nH]2)cc1	6%	1%	i	-1.8	-5%	3.6%	3%	-4%	-20%
C=C(Cl)COc1cc(C)cc2oc(=O)cc(CC)c12	3%	16%	i	-2.4	0%	0.1%	19%	9%	-3%
CCCN(CCC)CCCNC(=O)C1CCN(c2nc3ccc(CC)cc3s2)CC1	.	.	.	.	.	7.2%	-1%	?	?
O=C(C[n+]1cccc2ccccc21)c1ccc(Br)cc1	8%	2%	i	1.5	-4%	3.2%	11%	5%	-9%
COc1ccc(CCC(=O)Nc2ccc(S(=O)(=O)Nc3nccc(C)n3)cc2)cc1	6%	5%	i	-1.2	0%	1.7%	1%	4%	3%
O=C(NCc1ccncc1)C1CCN(S(=O)(=O)Cc2ccccc2)CC1	-6%	26%	i	4.4	0%	0.2%	0%	-11%	-3%
CN(CC(=O)Nc1ccccc1C(F)(F)F)C(=O)Cc1ccc(S(=O)(=O)N2CCOCC2)s1	4%	11%	i	1.4	1%	-0.2%	1%	-8%	-22%
Cc1ccc(-c2noc(CCC(=O)NCc3ccccc3CN3CCOCC3)n2)cc1	-7%	3%	i	1.6	1%	-0.4%	0%	3%	-24%
C=CCn1c(SCC(=O)Nc2cc(C)on2)nc2sc(CC)cc2c1=O	2%	20%	i	3.6	0%	-0.7%	-9%	.	0%
Cc1nc(N2CCN(Cc3ccc4c(c3)OCO4)CC2)c2oc3ccccc3c2n1	21%	-7%	i	-0.7	.	2.7%	1%	?	?
CCc1ccc(NC(=O)CCC(=O)Nc2nnc(C(F)(F)F)s2)cc1	-2%	0%	i	2.0	4%	0.4%	1%	0%	0%
O=C(COc1ccc2ccc(=O)oc2c1)Nc1ccc(CCO)cc1	4%	1%	i	0.0	0%	-0.3%	0%	?	16%
COCCSc1nnc(NC(=O)c2ccc([N+](=O)[O-])cc2)s1	4%	-14%	i	2.1	1%	-0.7%	10%	?	-8%
CC(C)c1ccccc1-n1c(-c2cccnc2)n[nH]c1=S	-16%	2%	i	1.1	1%	-0.6%	-2%	?	-14%
O=C(NC(=S)Nn1cnc2c(cnn2-c2ccccc2)c1=O)c1ccc(Cl)cc1	-12%	-6%	i	-1.9	2%	-0.2%	-1%	-15%	-2%
Cc1ccc(/C=C/C(=O)OCC(=O)NC(=O)NCc2ccco2)cc1	0%	3%	i	-4.4	-1%	-0.7%	12%	4%	-5%
Cc1ccc(C(C(=O)NCc2ccccc2)N(C(=O)c2csnn2)c2cccc3ccccc23)o1 (configuration not stated)	1%	-20%	i	-0.9	.	24%	-3%	?	-3%
SMILES	EPAC2 agonist	EPAC2 antag	Akt phos inh	CCT modulator	MmCpn inh	Nrf2 ARE act	A549 viability	Nrf2 inh	TGFb inhibitor
COc1ccc(-n2nc(C(=O)N3CCC(C)CC3)c3c4ccccc4n(C)c3c2=O)cc1Cl	.	.	.	.	.	3.6%	-12%	-2%	-5%
Cc1c(Cl)cccc1NC(=O)CCn1c(=O)c2cccn2c2ccccc21	.	.	.	.	.	7.1%	0%	-2%	4%
Cc1noc(C)c1COC(=O)CNC(=O)c1cccc(F)c1	6%	-1%	i	0.5	0%	0.0%	8%	19%	-5%
O=S1(=O)N[C@@H](c2ccccc2)COc2cc(Br)ccc21	15%	-18%	i	-1.2	.	-1.0%	.	.	6%
CC(C)(C)CN1CCNC(=O)C1CC(=O)NCCc1cnn(-c2ccccc2)c1 (configuration not stated)	-4%	-6%	i	1.2	-6%	0.0%	-4%	0%	6%
O=C(CC1C(=O)NCCN1C(=O)Nc1ccccc1)Nc1cccc(Cl)c1 (configuration not stated)	8%	3%	i	-1.5	5%	-0.6%	19%	8%	-4%
O=C(CCCN1C(=O)/C(=C\c2cccs2)SC1=S)Nc1cc([N+](=O)[O-])ccc1O	-7%	-4%	i	2.4	-2%	-0.1%	-9%	23%	5%
CS(=O)(=O)NN1C(=O)c2ccccc2NC12CCCC2	-2%	9%	i	0.1	0%	-0.2%	-4%	10%	6%
CCCCC(=O)Nc1nc2c(OC)ccc(OC)c2s1	3%	5%	i	-0.1	-14%	-0.2%	0%	10%	15%
COc1cc(-c2c(CCO)sc3ccccc23)cc(OC)c1OC	7%	47µM*	i	0.4	.	3.5%	.	.	.
CNC(=S)NNc1nncc2ccccc12	12%	2%	i	0.7	1%	3.5%	-3%	-12%	0%
CC(=O)c1cccc(NC(=O)CC(c2ccc(C)cc2)N2Cc3ccccc3C2=O)c1 (configuration not stated)	.	.	.	.	.	3.0%	-1%	-1%	-10%
CCOc1ccc(S(=O)(=O)N2CCCCC2)cc1NC(=O)c1cccnc1OCC	-4%	-1%	i	-1.0	0%	0.0%	-1%	2%	-11%
N#CC1=C(S)N(c2ccccc2)C(c2ccc(-c3ccc(Cl)c(Cl)c3)o2)NC1=O (configuration not stated)	6%	-6%	i	-3.6	-4%	0.1%	0%	-15%	?
COc1ccccc1NC(=O)CSc1nnc(-c2ccco2)n1N	-2%	-1%	i	1.6	1%	2.6%	5%	-7%	3%
COc1ccc(C(=O)C2C(c3ccc(-c4ccccc4[N+](=O)[O-])o3)NC(=O)NC2(O)C(F)(F)F)cc1 (configuration not stated)	10%	0%	i	0.7	4%	6.9%	-1%	7%	-3%
CCOC(=S)SCC(=O)N1CCc2cc(OC)ccc2C1C1C(=O)CCCC1=O (configuration not stated)	3%	7%	i	-0.1	0%	12%	-1%	6%	?
CCCCCc1c(-c2ccc(F)cc2F)ncn1CCc1ccccc1OC	14%	?	i	0.3	.	-0.5%	.	.	.
Cc1cccc(C)c1NC(=O)/C(C#N)=C/c1ccc(-c2ccc(C(=O)O)cc2)o1	4%	-2%	i	-0.4	-3%	2.8%	?	?	?

Record cards, from the list above. Order of screens: EPAC2 agonist | EPAC2 antag | Akt phos inh | CCT modulator | MmCpn inh | Nrf2 ARE act | A549 viability | Nrf2 inh | TGFb inhibitor
O=C(NCc1ccncc1)C1CCN(S(=O)(=O)Cc2ccccc2)CC1 as listed: -6% | 26% | i | 4.4 | 0% | 0.2% | 0% | -11% | -3%
CC(=O)Nc1ccc2c(COC(=O)[C@H](C)N3C(=O)C4CCCCC4C3=O)cc(=O)oc2c1 (some centres not stated) as listed: -3% | -25% | i | 1.4 | -5% | 0.2% | -3% | -2% | -13%
O=S1(=O)N[C@@H](c2ccccc2)COc2cc(Br)ccc21 as listed: 15% | -18% | i | -1.2 | . | -1.0% | . | . | 6%
Cc1ccc(-c2noc(CCC(=O)NCc3ccccc3CN3CCOCC3)n2)cc1 as listed: -7% | 3% | i | 1.6 | 1% | -0.4% | 0% | 3% | -24%
O=C(NC(=S)Nn1cnc2c(cnn2-c2ccccc2)c1=O)c1ccc(Cl)cc1 as listed: -12% | -6% | i | -1.9 | 2% | -0.2% | -1% | -15% | -2%

Fetched by structure from the list above:
SMILES	EPAC2 agonist	EPAC2 antag	Akt phos inh	CCT modulator	MmCpn inh	Nrf2 ARE act	A549 viability	Nrf2 inh	TGFb inhibitor
COc1ccccc1NC(=O)CSc1nnc(-c2ccco2)n1N	-2%	-1%	i	1.6	1%	2.6%	5%	-7%	3%
Cc1noc(C)c1COC(=O)CNC(=O)c1cccc(F)c1	6%	-1%	i	0.5	0%	0.0%	8%	19%	-5%
O=C(CC1C(=O)NCCN1C(=O)Nc1ccccc1)Nc1cccc(Cl)c1 (configuration not stated)	8%	3%	i	-1.5	5%	-0.6%	19%	8%	-4%
CCCCC(=O)Nc1nc2c(OC)ccc(OC)c2s1	3%	5%	i	-0.1	-14%	-0.2%	0%	10%	15%
N#CC1=C(S)N(c2ccccc2)C(c2ccc(-c3ccc(Cl)c(Cl)c3)o2)NC1=O (configuration not stated)	6%	-6%	i	-3.6	-4%	0.1%	0%	-15%	?
